HePTP inh – human HePTP phosphatase inhibition; AID 521; 110,000 compounds, 0.64% hits; P35236; inhibition, % at 20 µM; recombinant HePTP phosphatase activity, OD absorbance; in the data active = inhibition above about 50%;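 also: plate controls were vehicle for no effect and reference inhibitor for full effect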
Target sequence (P35236 whole entry, looked up): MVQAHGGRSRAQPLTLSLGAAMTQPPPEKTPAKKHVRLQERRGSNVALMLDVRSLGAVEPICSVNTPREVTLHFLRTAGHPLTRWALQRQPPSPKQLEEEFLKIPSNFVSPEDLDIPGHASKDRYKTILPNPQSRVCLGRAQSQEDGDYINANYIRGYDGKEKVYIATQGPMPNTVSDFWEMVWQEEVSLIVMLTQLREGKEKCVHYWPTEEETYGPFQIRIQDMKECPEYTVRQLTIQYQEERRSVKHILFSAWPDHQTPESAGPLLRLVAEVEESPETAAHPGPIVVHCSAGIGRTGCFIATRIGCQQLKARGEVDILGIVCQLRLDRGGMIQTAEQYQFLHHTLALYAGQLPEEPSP
BAP1 inh – blocks human BAP1 ubiquitin-AMC hydrolysis. Q92560. recombinant BAP1, Ub-AMC hydrolysis fluorescence kinetic; active compounds read low. 72,000 compounds, 0.48% hits. activity remaining (% of control), % at 20 µM;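 active = activity remaining at or below 50% of control, provided the compound also passes the data quality filters; inactive = the rest, including low values that fail the filters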;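 also: 100% = DMSO wells rate and 0% = substrate alone blank rate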
Active calls of the source: *; . = no result given; & = joins results of further samples.

canonical_smiles,HePTP inh,BAP1 inh
CC(=O)N1CC23C=CC(CC2CC12CCCCCC2)O3 (stereo not drawn),-12,.
CC(C)(C)c1ccc(S(=O)(=O)Nc2nccs2)cc1,5,.
C=CCNC(=O)CN(c1cccc(Br)c1)S(=O)(=O)c1ccccc1,-7,.
COc1ccc(C(=O)Nc2cc(C(F)(F)F)ccc2Cl)cc1,1,.
COc1ccc(-c2c(C(F)(F)F)oc3cc(O)ccc3c2=O)cc1,.,100
O=C(NCC1CCCO1)C1C2C=CC3(CN(Cc4cccs4)C(=O)C13)O2 (stereo not drawn),-6,106
O=C1NN(c2ccccc2)C(=O)/C1=C/c1ccc(-c2ccccc2)o1,4,.
COc1ccc2c(c1)NC(C)(C)c1sn(-c3ccccc3C)c(=S)c1-2,.,102
CC(O)CCC(=O)NCCNC(=O)CCC(C)O (stereo not drawn),2,85
Nn1c(-c2ccco2)n[nH]c1=S,3,117
CCCCn1c(CN2C(=O)c3ccccc3C2=O)nc2ccccc2c1=O,8&9,95
COC(=O)c1sc2ccccc2c1NC(=O)c1ccccc1,.,153
O=C(CC1Nc2ccccc2NC1=O)c1ccccc1 (stereo not drawn),9&-5,84
CC(C)CCNc1ncnc2c1nnn2Cc1ccccc1Cl,11,.
CCCOc1cc(C)c(S(=O)(=O)N2CCN(C)CC2)cc1C,3,.
O=C1C2CCCC2=NN1c1ccccc1 (stereo not drawn),-2,.
CCc1cc2c(=S)c(-c3ccccc3)c(C)oc2cc1OC,.,156
N#C/C(=C\Nc1ccccc1)c1nc(-c2cc3cc(Br)ccc3oc2=O)cs1,9,.
CN1C(c2ccccc2)CC(O)(c2ccccc2)CC1c1ccccc1 (stereo not drawn),-8,.
CCC(C(=O)Nc1cccc(Br)c1)c1ccccc1 (stereo not drawn),4,.
O=C(Nc1ccc2c(c1)C(=O)N(c1ccccc1)C2=O)c1ccccc1Cl,3,.
CC1(C)CC(N2CCC(=O)N(C3CC(C)(C)NC(C)(C)C3)C2)CC(C)(C)N1,7,87
COCCN1C(=O)C(=O)/C(=C(/O)c2cccc(S(=O)(=O)N(C)C)c2)C12C(=O)N(C)c1ccccc12 (stereo not drawn),2,105
Cc1ccccc1OCC(=O)Nc1cc([N+](=O)[O-])ccc1Cl,2,.
CCOC(=O)c1sc(NC(=O)c2ccc(Cl)cc2[N+](=O)[O-])nc1C,7,.

Additional compounds
canonical_smiles,HePTP inh,BAP1 inh
COc1cc(NC(=O)Cc2cccs2)cc(OC)c1,-2&6,101
CNC(=O)Nc1cccc(C(F)(F)F)c1,6,121
O=C(Cn1cnc2ccccc2c1=O)OCC(=O)c1ccc2c(c1)OCCO2,-4,80
CCCCNCCCCOc1cccc(Cl)c1,6,.
CCCc1cc(=O)[nH]c(SCC(=O)N(C)CC(=O)Nc2ccccc2CC)n1,-5,96
COc1cccc(NC2=NS(=O)(=O)c3cc([N+](=O)[O-])ccc32)c1,2,.
COc1cccc(NC(=O)CNC(=O)c2cccs2)c1,3,113
COc1cccc(C(=O)Nc2ccc(C(=O)O)cc2)c1,6,90
CCn1c(SCC(=O)n2c(C)c(C)c3ccccc32)nnc1-c1ccco1,11,87
CCCCNC(=O)c1ccc2c(c1)ncn2C1CCCCC1,2,105
CCCCn1c(SCC(=O)Nc2cc(NC(=O)c3ccco3)ccc2C)nc2ccccc2c1=O,8,.
CCOc1ccc2[nH]c(O)c(NC(C)=O)c2c1,10,111
Fc1ccc(NC(=S)N(CCN(C(=S)Nc2ccc(F)cc2)c2ccccc2)c2ccccc2)cc1,-5,.
Cc1cc(Cl)ccc1OCC(=O)Nc1ccc(C(N)=O)cc1,2,.
COc1ccc(NC(=O)C2CCCN(CCCc3ccccc3)C2)cc1OC1CCCC1 (stereo not drawn),-10,.
N#CC1=C(SCC(=O)NCc2ccccc2)NC(=O)CC1c1ccco1 (stereo not drawn),.,118
CCCc1nc(N)c(C#N)c(N)c1C#N,-1,102
O=C(CCNc1cccc(Br)c1)c1cccs1,-10,.
COc1ccc(-c2nc(-c3ccccc3)c(-c3cc([N+](=O)[O-])ccc3C)[nH]2)c(OC)c1,8,.
CCOC(=O)c1ccc(N=CC2=C(O)CC(c3ccco3)CC2=O)cc1 (stereo not drawn),3,.
O=C(Nc1ccc(Cl)c(-c2nc3ccccc3o2)c1)c1ccc(Br)cc1,3,.
Cc1ccccc1-c1cc(-c2ccccc2O)n[nH]1,4,109
Cc1c(F)cccc1NC(=O)CCC(=O)O,-1,130
NC(CCCP(=O)(O)O)C(=O)O (stereo not drawn),.,97
O=C(Cc1c(O)c2ccccc2[nH]c1=O)NCc1ccc(F)cc1,10,78

Going on with the list:
canonical_smiles,HePTP inh,BAP1 inh
Cc1cccc(OCCCCN2CCCC2)c1C,4,.
COc1cccc(N2C(=O)C3CC=C(Cl)CC3C2=O)c1 (stereo not drawn),2,74
CCOC(=O)c1c(NC(=O)COc2cc(Cl)ccc2Cl)sc(C)c1C,-11,.
COc1cccc(C(c2sc3nc(C)nn3c2O)N2CCC3(CC2)OCCO3)c1 (stereo not drawn),8,93
O=C(c1ccccc1SCc1ccc(F)cc1)N1CCOCC1,-10,.
Cc1c(C(=O)N2CCN(c3ccc([N+](=O)[O-])cc3)CC2)oc2ccccc12,-8,.
O=C(c1ccccc1S(=O)(=O)NCc1ccccc1)N1CCCC1,4,109
Cc1ccc(NC(=S)NC(=O)c2ccco2)c(Br)c1,4,.
O=C1CC(c2ccc(Cl)cc2)n2nc(N3C(=O)c4ccccc4C3=O)nc2N1 (stereo not drawn),1,86
COc1cccc(C(=O)NCc2n[nH]c(=S)n2-c2cccc(C)c2)c1,9,103
COc1ccc(NC(=O)c2[nH]c(C)c(C(C)=O)c2C)cc1Cl,8,.
COCCN(CC(=O)NCc1ccccc1)C(=O)CCC(=O)Nc1ccccn1,8,105
NS(=O)(=O)c1ccc(NC(=O)c2ccc(Oc3ccccc3)cc2)cc1,6,.
CCOC(=O)N1CCN(S(=O)(=O)c2ccc3c(c2)CCN3C(=O)C2CCC2)CC1,8,78
CC(Nc1n[nH]c(=S)[nH]c1=O)C(=O)OCc1ccccc1 (stereo not drawn),-2,82
COc1ccc(-c2nnn(CC(=O)N(CCO)C(C(=O)NC3CCCC3)c3ccc(F)cc3)n2)cc1 (stereo not drawn),8,142
COC(=O)c1ccccc1NC(=O)c1nc2nc(C)cc(C)n2n1,4,75
CC(C)c1ccc(N2C(=O)NC(=O)/C(=C/c3ccc(O)c(Br)c3)C2=O)cc1,1,.
Cc1occc1C(=O)n1nnc2ccccc21,8,90
COc1cccc(-n2c(O)c(/C=C3\C=c4ccccc4=N3)c(=O)[nH]c2=O)c1,-6,.
CCn1nc(NC(=O)c2cccnc2)c2cc3cccc(C)c3nc21,-4,76
CC(C)Oc1ccc(/C(O)=C2/C(=O)C(=O)N(CCN3CCOCC3)C2c2ccccc2)cc1 (stereo not drawn),7,120
COc1ccc(C(=O)Cn2c(NCCO)nc3ccccc32)cc1,8,.
COc1ccc(/C=N/Nc2cc(OC)ncn2)c(OC)c1,1,.
CC(=O)c1cccc(Oc2ncnc3sc4c(c23)CCCC4)c1,-9,.

Profiles as entered above. Values in the order: HePTP inh, BAP1 inh
Profile of O=C(c1ccccc1S(=O)(=O)NCc1ccccc1)N1CCCC1 : 4, 109
Profile of CCn1nc(NC(=O)c2cccnc2)c2cc3cccc(C)c3nc21 : -4, 76
Profile of CC(O)CCC(=O)NCCNC(=O)CCC(C)O (stereo not drawn) : 2, 85

Additional records.
canonical_smiles,HePTP inh,BAP1 inh
O=C(OCC#CCSc1nc2ccccc2s1)c1ccco1,-2,81
NC(=O)c1cc(NC(=O)c2cc(C(F)(F)F)cc(C(F)(F)F)c2)c(Cl)cc1Cl,5,.
CCCC(=O)N1CCN(c2cc(C)c(C(C)=O)cc2F)CC1,-1,.
Cn1c(=O)c2c(nc(NCc3ccccc3)n2CC(=O)NCc2ccccc2)n(C)c1=O,.,125
Cc1ccc(-n2nc3cc(C)c(NC(=O)c4ccco4)cc3n2)cc1,3,142
O=C1C2CCCN2C(c2ccccc2F)N1c1ccc(F)cc1 (stereo not drawn),3,99
CC(C)CC1C(C#N)=C(N)Oc2n[nH]c(-c3ccccc3)c21 (stereo not drawn),-2,.
CCOC(=O)c1ccccc1NC(=O)c1cc2sccc2n1C,-15,.
O=C(O)CN1CCNCC1,12,98
CC/C(=C/C(=O)c1ccncc1)Nc1ccc(OC)cc1,-4,.
Cc1cccc(NC(=S)NC(=O)COc2ccccc2)c1,-8,.
COC(=O)c1ccc(Oc2nc(N3CCCCC3)nc(N3CCOCC3)n2)cc1,3,89
O=C(CCN1C(=O)c2ccccc2C1=O)N1CCN(C(=O)c2ccccc2)CC1,8,142
COC(=O)c1c(N)n(-c2cc(OC)cc(OC)c2)c2nc3ccccc3nc12,6,810
CCn1c(SCC(=O)N(C(C)C)C(C)C)nnc1-c1cc2ccccc2cc1O,11,85
COc1ccc(N(CC(=O)Nc2cccc(Br)c2)S(C)(=O)=O)cc1Cl,-7,.
Cc1ccc(S(=O)(=O)Nc2ccc(O)c(S(=O)(=O)c3ccc(C)cc3)c2)cc1,2,.
O=C1C(=O)N(CCc2ccccc2)c2ccccc21,-7,.
CSc1ncc(Cl)c(C(=O)C(C#N)c2nc3c(C)cc(C)cc3c(=O)[nH]2)n1 (stereo not drawn),8,133
Cc1ccc(-c2nc(CS(=O)CC(=O)NCc3ccc(Cl)cc3)c(C)o2)cc1 (stereo not drawn),5,92
O=C(c1cccnc1)N1CCN(C(=O)c2cccs2)CC1,5&7,82
CC(C)Oc1ccc(N2CC(C(=O)Nc3ccccc3F)CC2=O)cc1 (stereo not drawn),0,52
COC(=O)c1cccc(NC(=O)c2ccc(C)cc2)c1,-5,.
CCOc1cc(/C=C2\SC(=S)N(CCS(=O)(=O)O)C2=O)ccc1O,-6,.
CC(=O)Cc1oc2ccc(O)cc2c1[N+](=O)[O-],-5,.

6 structures out of the list, arranged by formula weight, rising:
canonical_smiles,HePTP inh,BAP1 inh
COC(=O)c1cccc(NC(=O)c2ccc(C)cc2)c1,-5,.
CC/C(=C/C(=O)c1ccncc1)Nc1ccc(OC)cc1,-4,.
O=C1C2CCCN2C(c2ccccc2F)N1c1ccc(F)cc1 (stereo not drawn),3,99
Cc1ccc(S(=O)(=O)Nc2ccc(O)c(S(=O)(=O)c3ccc(C)cc3)c2)cc1,2,.
Cn1c(=O)c2c(nc(NCc3ccccc3)n2CC(=O)NCc2ccccc2)n(C)c1=O,.,125
COc1ccc(N(CC(=O)Nc2cccc(Br)c2)S(C)(=O)=O)cc1Cl,-7,.

More results
canonical_smiles,HePTP inh,BAP1 inh
COc1cccc(OCc2nc3ncc(Br)cc3[nH]2)c1,-8,94
Cn1c(SCC(=O)c2cc3ccccc3o2)nnc1-c1ccccc1,7,89
O=C(O)c1ccc(Nc2nc(-c3ccccc3)c3ccccc3n2)cc1,9,.
COc1ccc(-n2c(=S)[nH]c3cc(C(=O)NCc4ccco4)ccc3c2=O)cc1OC,8,95
CN(c1ccc(C(=O)NCCSC(C)(C)C)cc1)S(C)(=O)=O,3,125
Cc1ccc(OCCOc2ccc(C=O)cc2)cc1,2,.
O=C(Cc1ccc(-n2cccc2)cc1)N1CCc2ccccc21,0,79
CC(=O)N(CCc1ccc(S(N)(=O)=O)cc1)C1CC(=O)N(c2ccccc2)C1=O (stereo not drawn),2,.
COc1ccc(CC(=O)Nc2ccc(Br)cc2)cc1OC,8,.
CCOC(=O)c1cccc(NC(=O)CS(=O)(=O)Cc2nc(-c3cccc(OC)c3)oc2C)c1,-1,102
CCC(C)NC(=O)CSc1nnc(-c2ccncc2)n1-c1ccc(OC)cc1 (stereo not drawn),3,90
CCOc1ccc(-c2c(C#N)c(N)n3c(nc4ccccc43)c2C#N)cc1OC,-2,.
CC(=O)N1CCN(CCN=CC2=C(O)CC(c3ccco3)CC2=O)CC1 (stereo not drawn),6,94
O=C(c1ccco1)N1CCN(Cc2ccco2)CC1,-9,.
CCn1c(COc2ccccc2C)nnc1SCC(=O)CC(=O)Nc1ccccc1OC,6,104
COC(=O)CN(C)C1CC(=O)N(c2ccc(Cl)cc2)C1=O (stereo not drawn),6,87
O=C(Nc1ccc(Cl)cc1)c1cccc2ccccc12,11,.
COc1ccc(CNC(=O)C2COc3ccccc3O2)cc1 (stereo not drawn),4,84
Cc1cc(-c2ccccc2)nc2cc(C(=O)N3CCCC3)nn12,4,.
Cc1ccc(-c2cc3nc4c(c(=O)n3[nH]2)SCC4)cc1,5,.
O=C1N=c2ccccc2=C1c1s/c(=N/N=C2/C(=O)Nc3ccccc32)n(-c2ccc(O)cc2)c1O,98*,.
COC(=O)c1[nH]c(C)c(/C(O)=C2\C(=O)C(=O)N(CCCN3CCOCC3)C2c2ccccn2)c1C (stereo not drawn),4,103
COc1ccc(CCNC(=O)CSc2nnnn2-c2ccccc2OC)cc1OC,7,98
Cc1noc(C)c1COc1ccc(C(=O)OCc2nnc(-c3ccc(Cl)cc3)o2)cc1,3,.
COc1cccc(NC(=O)N(CCCN2CCOCC2)C(C)c2cc3cccc(OC)c3o2)c1 (stereo not drawn),5,101
O=C(c1ccccc1)c1cccc(NC2=NS(=O)(=O)c3ccccc32)c1,-4,.
COc1ccc(N2C(=O)c3ccccc3NC2c2cc(OC)c(OC)c(OC)c2)cc1 (stereo not drawn),2,.

Rows were taken by chance (roughly 0.83% active in at least one column).
